AMA1-RON2 inh – inhibitors of Plasmodium falciparum AMA1-RON2 interaction; AlphaScreen AMA1-biotinylated RON2 peptide binding; Potency, µM (series often up to 58.2 µM), for the others: at the highest dose activity change, negative = inhibition, most hits filed as inhibitors; 360,000 tested, 0.2% active; AID 720542;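 also: potency is read from the fitted curve at half-maximal effect; 0% = vehicle wells and -100% = peptide control; nearly all actives have a fitted effect of over 45% in size; some results filed as inactive show a strong effect at the top dose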
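AMA1 (3D7) with his tag at 25 nM final met compounds first, then biotinylated RON2 peptide at 25 nM; detection used donor plus acceptor beads, 10 µg/mL apiece, read by AlphaScreen after 30 min at room temperature.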
Sm TGR block – blocks Schistosoma mansoni thioredoxin glutathione reductase; 360,000 tested, 3% active; purified TGR, DTNB reduction, TNB absorbance 405 nm; Q962Y6; Potency, µM (doses to about 114 µM), for inactives: at the top dose activity change, negative = inhibition, actives largely listed as inhibitors; also: potency is read from the fitted curve at half-maximal effect; nearly all actives have a fitted effect of over 60% in size
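First, TGR (20 nM dispensed) and NADPH were mixed with compound. Second, a 15 min room-temperature incubation followed. Third, further NADPH and then DTNB were added to start the reaction. Finally, TNB absorbance was monitored kinetically.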
HCMV antiviral – human cytomegalovirus inhibition; HFF cells, HCMV-luciferase reporter, 72 h; stronger effect = lower value; 410,000 tested, 4.5% active; activity change, negative = inhibition, % at 57.5 µM; in the data active = activity change below about -60%; inconclusive = no clear call, values can overlap the other calls; inactive = above about -39%
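Steps: HFFs plated, 16 h 37C; compounds added; HCMV-luciferase added to MOI 1 PFU/cell; 72 h 37C; OneGlo reagent, 5 min room temperature; luminescence read, normalized to controls.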
FBPA Giardia inh – Giardia lamblia aldolase inhibition; Potency, µM (highest dose often 59.6 µM), inactives show at the highest dose activity, negative = inhibition, most hits filed as inhibitors; A8B2U2; 290,000 tested, 0.71% active; purified Giardia FBPA; also: potency is read from the fitted curve at half-maximal effect; nearly all actives have a fitted effect of over 55% in size
Target sequence (A8B2U2 whole entry, looked up): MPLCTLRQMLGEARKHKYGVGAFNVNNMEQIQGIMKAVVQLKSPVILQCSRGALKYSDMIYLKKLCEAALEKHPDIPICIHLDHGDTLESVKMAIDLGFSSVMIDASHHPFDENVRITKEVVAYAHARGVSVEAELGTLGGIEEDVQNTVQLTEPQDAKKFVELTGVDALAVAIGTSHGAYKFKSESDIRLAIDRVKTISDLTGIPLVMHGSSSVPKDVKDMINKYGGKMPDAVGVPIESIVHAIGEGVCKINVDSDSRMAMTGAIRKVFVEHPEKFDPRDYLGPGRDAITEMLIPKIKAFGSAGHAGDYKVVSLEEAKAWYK
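Giardia FBPA (40 nM reagent) was preincubated 10 min at RT with compound (up to 57.5 uM final), then substrate plus GAPDH/TPI/NAD/arsenate coupling system with diaphorase/resazurin was added; resorufin fluorescence (525/598 nm) was read after 20 min.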
HCV inhibitor – inhibitors of hepatitis C virus infection. Huh7.5.1 HCVcc-Cre infection, luciferase reporter, 44 h. AID 651820. Potency, µM (highest dose often 41.8 µM), for inactives: at the highest dose activity change, negative = inhibition, hits mostly inhibitors. 340,000 tested, 3.4% active; also: potency is read from the fitted curve at half-maximal effect
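A cell-based infection assay in which seeded cells (1,000 per well) receive test compound after 4 h, are inoculated with HCVcc-Cre at approximately 0.5 moi, and are incubated 44 h before luminescence detection.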
AmpC inh detg – AmpC beta-lactamase inhibition with detergent present; P00811; AmpC hydrolysis of nitrocefin, absorbance 480 nm, 0.01% Triton; Potency, µM (titrated, usually from 114 µM), inactives show at the top dose activity change, negative = inhibition, usual class: inhibitors; 370,000 tested, 0.041% active; AID 485294;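 also: potency is read from the fitted curve at half-maximal effect; 0% = no-compound wells and -100% = no-enzyme wells; nearly all actives have a fitted effect of over 25% in size; some results filed as inactive show a strong effect at the top dose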
Target sequence (P00811 whole entry, looked up): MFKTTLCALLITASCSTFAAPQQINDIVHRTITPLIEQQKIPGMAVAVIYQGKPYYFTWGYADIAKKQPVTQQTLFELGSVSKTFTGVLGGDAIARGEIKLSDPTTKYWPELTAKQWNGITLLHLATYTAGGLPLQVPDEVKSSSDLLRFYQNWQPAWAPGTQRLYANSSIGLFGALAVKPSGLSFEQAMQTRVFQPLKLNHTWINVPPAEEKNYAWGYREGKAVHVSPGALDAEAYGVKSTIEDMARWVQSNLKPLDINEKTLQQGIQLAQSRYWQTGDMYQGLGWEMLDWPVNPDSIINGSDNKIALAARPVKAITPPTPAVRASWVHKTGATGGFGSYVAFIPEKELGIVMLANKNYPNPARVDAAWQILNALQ
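AmpC (5.3 nM in the dispensed reagent) in 20 mM phosphate pH 7.0 with 0.01% (detergent screen) or 0.0001% Triton X-100 was preincubated with compounds for 15 min at room temperature. Nitrocefin was then added from an 800 uM solution, and hydrolysis was followed at 480 nm.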
Active calls of the source: *; ? = inconclusive; · = not tested or not shown; & = joins results of further samples; [ ] = remark or other dose. Unless noted, calls follow the shape of the dose curve; as a rule, active = well fitted curve in the direction sought with a large enough effect; inconclusive = small, poorly fitted or top-dose-only effect, or another doubt; inactive = no such curve, though single readings can be large; an effect the other way counts as inactive or inconclusive. Unless noted, % is scaled to controls: 0 for no effect and ±100 for the full control effect.

SMILES	AMA1-RON2 inh	Sm TGR block	HCMV antiviral	FBPA Giardia inh	HCV inhibitor	AmpC inh detg
CN(C)C(=O)CCc1nc(-c2ccc(C(C)(C)C)cc2)no1	0%	11%	48	-1%	-11%	0%
Cc1ccc(NC(=O)c2ncn(CC(=O)NCc3ccc4c(c3)OCO4)n2)cc1C	4%	·	64	·	?	·
COc1cc([N+](=O)[O-])ccc1NC(=O)NCCCN1CCCC1=O	-1%	-3%	·	7%	?	-2%
O=C(NCC(=O)N1CCN(S(=O)(=O)c2cccs2)CC1)c1ccc(Cl)cc1	8%	8%	18	9%	-9%	3%
CC1Nc2nc(NC(=O)C(C)(C)C)[nH]c(=O)c2N(C)C1C (configuration not stated)	-1%	-11%	5	-4%	3%	?
Cc1cc(/C=C2/C(=O)NN(c3ccccc3)C2=O)c(C)n1-c1cccc(O)c1	-11%	-15%	?	-4%	?	-4%
Cc1cccc(C(=O)N/C(=C\c2ccco2)C(=O)N2CCCCCC2)c1	1%	1%	3	4%	-4%	-7%
N#Cc1cc2c(=O)n3ccccc3nc2n(CCCN2CCOCC2)c1=O	2%	-30%	26	-2%	9%	?
CN(C)CCCOC(=O)c1ccc(Cl)cc1Cl	-2%	0%	2	19%	15%	2%
C(=N\Nc1nc2ccccc2s1)/c1ccc2c(c1)OCO2	3%	0%	87	0%	20%	?
CCOc1ccc(N2C(=O)C(C)CNC2=S)cc1 (configuration not stated)	0%	·	-23	·	-2%	·
Cc1ccc(Nc2c(-c3cccc(Cl)c3)nc3cccc(C)n23)cc1	·	11%	20	·	·	-1%
Cc1ccc(C)c(N2CCN(C(=O)CCS(=O)(=O)c3ccc4c(c3)oc(=O)n4C)CC2)c1	-9%	40µM*	0&-23	·	-24%	1%&0%
CC(=O)Nc1ccc(-c2nnc(SCC(=O)c3ccc4c(c3)Cc3ccccc3-4)n2C)cc1	7%	-17%	?	3%	-10%	-10%
COc1cc(C(=O)NC(C)c2ccc3ccccc3c2)cc(Cl)c1O (configuration not stated)	-22%	-23%	-15	-7%	-6%	?

Part of the list above in order of SMILES length, lowest first:
SMILES	AMA1-RON2 inh	Sm TGR block	HCMV antiviral	FBPA Giardia inh	HCV inhibitor	AmpC inh detg
CN(C)CCCOC(=O)c1ccc(Cl)cc1Cl	-2%	0%	2	19%	15%	2%
COc1cc([N+](=O)[O-])ccc1NC(=O)NCCCN1CCCC1=O	-1%	-3%	·	7%	?	-2%
Cc1cccc(C(=O)N/C(=C\c2ccco2)C(=O)N2CCCCCC2)c1	1%	1%	3	4%	-4%	-7%
O=C(NCC(=O)N1CCN(S(=O)(=O)c2cccs2)CC1)c1ccc(Cl)cc1	8%	8%	18	9%	-9%	3%

(list continues)
SMILES	AMA1-RON2 inh	Sm TGR block	HCMV antiviral	FBPA Giardia inh	HCV inhibitor	AmpC inh detg
Cc1ccc(N2C(=O)CC(Nc3cccc4ccccc34)C2=O)cc1 (configuration not stated)	9%	22µM*	14	-20%	10%	5%
CCOC(=O)c1ccc(NC(=O)C2CC(=O)N=C(N)S2)cc1 (configuration not stated)	5%	0%	-7	-1%	30%[activator]	1%
CC(C(=O)N1CCN(c2ccc(Cl)cc2)CC1)c1ncc(C(F)(F)F)cc1Cl (configuration not stated)	9%	2%	-32	4%	?	-2%
CCOc1cc2[nH]c(=O)n(CCCCC(=O)N3CCN(c4ccccc4OC)CC3)c(=O)c2cc1OCC	·	0%	2	·	·	3%
CN(CCCNC(=O)CCC(=O)N1CCOc2ccccc21)Cc1ccccc1	-2%	-6%	-12	16%	1%	-12%
COc1ccc(NC(=O)NCc2ccco2)c(OC)c1	-2%	4%	-35	1%	?	-3%
O=C1NC(=O)N(c2ccc3c(c2)OCO3)C(=O)/C1=C\c1ccc(N2CCCCC2)o1	-8%	-22%	-66*	0%	1%	-11%
Cc1oc(-c2ccc(Cl)cc2)nc1CS(=O)CC(=O)NCCCN(C)C1CCCCC1 (configuration not stated)	12%	0%	-70*	-7%	10µM*	1%
Cc1cccc(NC(=O)c2ccc(Cl)c(S(=O)(=O)N3CCc4ccccc43)c2)n1	-20%	-19%	-65*	·	?	-6%
CC1CCCCN1CCNC(=O)C1CCCN(c2ncnc3c2nc2n3CCCCC2)C1 (configuration not stated)	4%	-18%	-30	5%	-3%	-3%
c1ccc(OCCOCCOc2ccccc2)cc1	0%	·	-37	·	1.1µM*	·
Fc1ccc(C2=CC(c3cccs3)n3nnnc3N2)cc1 (configuration not stated)	0%	3%	14	3%	16%	-4%
O=C(c1ccc(S(=O)(=O)Nc2ccc(F)cc2)cc1)N1CCN(c2ccccn2)CC1	-5%	-9%	-80*	1%	?	-6%
COc1ccc(C(=O)C[n+]2cccc(Br)c2)cc1	-6%	-2%	42	-3%	11%	2%
O=C(CCN1C(=O)/C(=C/c2ccccc2F)SC1=S)NCCc1ccc(O)cc1	-10%	0%	-93*	·	?	-7%
Cn1c(=O)cc(SCC(=O)Nc2cccc(C#N)c2)c2ccc(Cl)cc21	·	6%	7	·	·	-5%
Cc1cc(C)c(C#N)c(SCc2ccccc2C)n1	-2%[2.32 µM]	0%	-18	1%	?	?
CCCSc1nnc(NC(=O)Nc2ccc(C)cc2)s1	0%	14%	?	0%	-4%	-2%
CC(=O)NCc1cccc(CNC(C)=O)n1	0%	-4%	-9	2%	4%	6%
O=C1CC2(CCN(C(=O)c3c(F)cccc3F)CC2)Oc2ccccc21	-24%	-7%	-2	·	7%	-4%
O=C(Nc1ccsc1C(=O)NC1CCCCC1)c1ccc(F)cc1	-1%	0%	20	2%	-19%	?
CCOc1ccc(NC(=S)NN2CCN(C)CC2)cc1	18%	?	-2	5%	14%	-14%
Cc1cccc2cc(CN(CCc3ccccc3)C(=O)N3CCOCC3)c3nnnn3c12	26%	7%	-2	-4%	14%	-10%
CCC1(c2ccccc2)NC(=O)N(CC(=O)Nc2ccccc2C(=O)NC2CCCC2)C1=O (configuration not stated)	-3%	-1%	-22	·	-12%	-16%
COc1cccc(NC(=O)C2C3C=CC4(O3)C2C(=O)N(C2CC2)C4C(=O)NC2CCCCC2C)c1 (configuration not stated)	42%[activator]	3%[11.4 µM]	-6	0%	19%	?
CCOc1ccc(-c2csc(NC(=O)CSCC(=O)O)n2)c2ccccc12	15%	-6%	-5	1%	8%	1%
COc1cccc(-c2nnc(-c3ccc(C)o3)o2)c1	-4%	-17%	12	25%	-3%	2%
COc1ccc(CCN2C(=S)N(c3ccccc3)C(=O)C2CC(=O)O)cc1OC (configuration not stated)	-20%	0%	9	-4%	4%	-12%
O=C(Cc1ccc(S(=O)(=O)N2CCOCC2)s1)OCc1ccc(Cl)cc1	-6%	0%	1	·	7%	?
Cc1ccc(NC(=O)COC(=O)C2=COCCO2)c([N+](=O)[O-])c1	9%	-3%	-11	0%	-5%	3%
CN(C)C(=O)Oc1c(Cl)cc(Cl)c2cccnc12	-2%	·	-36	0%	31%[activator]	-8%
Cc1cccc(NC(=O)c2ccc([N+](=O)[O-])s2)n1	4%	0%	-78*	-19%	16%	3%
CC(CN1C(C)CCCC1C)OC(=O)c1ccccc1Cl (configuration not stated)	0%	4%	-27	-3%	-8%	4%
Cc1cc(N2CCCCC2)ccc1[N+](=O)[O-]	-3%	-5%	?	-5%	?	-10%
COc1ccc2c(C)cc(=O)[nH]c2c1	25%	9%	67	-1%	2%	-1%
O=C(c1ccccc1)n1ccc(-c2cnc(-c3ccccc3)s2)n1	7%	-3%	56	4%	?	0%
COc1ccc(C)cc1NC(=O)CNc1ccccc1CN(C)C1CCCCC1	-9%	3%	-18	1%	-3%	-15%
Cc1ccnc(NS(=O)(=O)c2cccs2)c1	2%	40%[activator]	15	-5%	-20%	-9%
COc1ccc(Br)cc1CN(C)C(=O)Cc1ccc(S(=O)(=O)N2CCOCC2)s1	-3%	1%	-28	·	?	?
O=C(c1ccc([N+](=O)[O-])cc1)N1CCc2ccccc2C1	-7%	-2%	-68*	-4%	9%	?
O=C(Cc1ccccc1)n1nc(-c2ccccc2)nc1NCc1ccco1	-6%	5%	41	-1%	6%	-12%
Cc1c(C(=O)Nc2cccc([N+](=O)[O-])c2)csc1-c1ccccc1	-4%	-2%	-75*	-24%	7.1µM*	-7%
OCC1OC(Oc2c[nH]c3ccccc23)C(O)C(O)C1O (configuration not stated)	5%	-16%	-98*	·	18%&-21%	-8%
Cc1ccc(NC(=O)C2CCN(C(=O)c3ccccc3C)CC2)nc1	-13%	0%	?	·	10%	0%
Cc1ccc(N2C(=O)N(Cc3cccc(Cl)c3)c3ccccc3S2(=O)=O)cc1	·	-2%	?	·	·	0%
CCCCCCOc1ccc(C(CC(=O)O)C(N)=O)cc1 (configuration not stated)	-2%	-1%	-5	8%	12%	-14%
Cc1cc(C)nc(-n2ncc3c2CC(c2ccccc2)CC3=O)n1 (configuration not stated)	2%	6%	?	3%	9%	-9%
Cc1ccc(S(=O)(=O)NC2=NCN(CCN3CCOCC3)CN2)cc1	4%	2%	17	-3%	1%	-11%
COc1ccccc1N1CCN(C(=O)CN2C(=O)COc3ccc(S(=O)(=O)N4CCOCC4)cc32)CC1	·	-13%	0	·	·	-6%
CC(NC(=O)/C=C/c1ccco1)c1nc2ccccc2n1Cc1cccc(Cl)c1 (configuration not stated)	18%	14µM*	-26	0%	?	-2%
Cc1ccc(OCC(=O)Nc2ccc(F)cc2)c([N+](=O)[O-])n1	-14%	10%	38	5%	-8%	1%
CC(=O)O[C@H]1CC(C)(C)C(=C=C/C(C)=C/C=C/C(C)=C/C=C/C=C(C)/C=C/C=C(\C)C(=O)C[C@@]23O[C@]2(C)C[C@@H](O)CC3(C)C)[C@](C)(O)C1	9%	3.2µM*	·	-6%	-13%[8.37 µM]	3%
CC/C(=N\Nc1ccccc1[N+](=O)[O-])c1ccc(O)cc1	16µM*	12%	-2	-12%	-30%	-2%
COC(=O)c1cc(S(=O)(=O)N2CCCCCC2)cn1C	9%	-9%	-10	·	1%	-11%
CC(C)(C)OC(=O)C[C@@H]1C/C=C\C[C@@H](CC(=O)NCCO)C(=O)NC[C@H](c2ccccc2)OC1=O	5%	·	-23	·	6%	·
O=C1C(C2=NC(c3ccccn3)C3C(=O)N(c4ccccc4)C(=O)C23)=C(O)c2ccccc21 (configuration not stated)	83%[activator]	0%	-11	-20%	15%	-1%
CN(C)/C=N/c1sccc1C(N)=O	22%	-12%	-19	0%	-3%	-15%

Grouped by structure: the compounds so far containing a cyano group (three)
SMILES	AMA1-RON2 inh	Sm TGR block	HCMV antiviral	FBPA Giardia inh	HCV inhibitor	AmpC inh detg
N#Cc1cc2c(=O)n3ccccc3nc2n(CCCN2CCOCC2)c1=O	2%	-30%	26	-2%	9%	?
Cn1c(=O)cc(SCC(=O)Nc2cccc(C#N)c2)c2ccc(Cl)cc21	·	6%	7	·	·	-5%
Cc1cc(C)c(C#N)c(SCc2ccccc2C)n1	-2%[2.32 µM]	0%	-18	1%	?	?

Screens as filed in PubChem BioAssay.
